CAL PDZ FP-1 = CAL PDZ peptide-binding inhibitors, primary screen, biochemical, fluorescence polarization, Cer-tagged CAL PDZ, HTS; Golgi-associated PDZ and coiled-coil motif-containing protein (Homo sapiens), Q9HD26; purified CAL PDZ, TMR-peptide fluorescence polarization, 1 h; inhibition, % at 20 µM; actives 0.02% (n = 330,000); AID 504414, 2011;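 active means highest replicate inhibition of at least 40%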;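 further: plate controls were DMSO neutral control wells for no effect and unlabeled competitor peptide control wells for full effect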
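Read-out basis: mP drop reported as inhibition | Assay system: Tagged CAL PDZ protein CerCALP, purified | Benchmarks: Unlabelled peptide for full inhibition, DMSO wells as neutral | Schedule: 1 h incubation at room temperature before polarization reading | Buffer or medium: Sodium phosphate/NaCl buffer pH 7.4 with TCEP, IgG, Thesit | Doses: Single point, 20 µM | Measured by: Fluorescence polarization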
SR-BI DiI-HDL act = activators of SR-BI mediated DiI-HDL uptake, primary screen, ldlA[mSR-BI] CHO cells, DiI fluorescence | actives 0.096% (n = 320,000) | activation, % at 12.5 µM | 3 h; 100 = double the neutral-control signal;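 active means mean replicate activation of at least 60% and every replicate at or above 60%; inconclusive means mean or all-replicate condition met, but not both; inactive means mean below 60% and not all replicates reaching 60%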;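 further: 0% = median plate neutral-control signal and 100% = twice that signal; values of inactives mirror those of a sister screen read the other way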
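Material: SR-BI-overexpressing, LDLR-lacking CHO cells; schedule: compound exposure 3 h, 37 °C; reagent: DiI-labelled HDL at 10 µg/mL final; technique: bottom-read fluorescence, 550/595 nm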
CAL PDZ FP-2 = untagged CAL PDZ binding inhibitors, primary screen, biochemical, fluorescence polarization, HTS; Golgi-associated PDZ and coiled-coil motif-containing protein (Homo sapiens), Q9HD26; purified CAL PDZ, TMR-peptide fluorescence polarization, 1 h; inhibition, % at 24.9 µM; actives 0.92% (n = 300,000); AID 602252, 2012;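 active means mean inhibition of at least 30% with at least half of replicates also reaching 30%; inconclusive means no clear call, values can overlap the other calls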;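 further: 0% = DMSO neutral control and 100% = excess unlabeled competitor peptide PRC23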
Cardiac RTF inh = cardiac RTF calcium sensitivity inhibitors, primary screen, biochemical, IANBD-TnC fluorescence, EC70 calcium | IANBD-labeled cardiac RTF, Ca2+ fluorescence | inhibition, % at 7.15 µM | actives 0.12% (n = 340,000) | AID 493244, 2011;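 active means inhibition above the mean inhibition of all tested compounds plus 3 SD, cut at about 17% in these data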;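 further: assay run at fixed EC70 calcium of 1.6 mM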
cardiac RTF act = cardiac RTF calcium sensitivity activators, primary screen, biochemical, IANBD-TnC fluorescence, EC20 calcium; Troponin I, cardiac muscle (Homo sapiens) + Troponin T, cardiac muscle (Homo sapiens) + …; IANBD-labeled TnC RTF fluorescence at EC20 calcium; 0% EC20 calcium, 100% full calcium; activation, % at 7.2 µM; actives 0.24% (n = 340,000); AID 493008, 2010;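 active means activation above the mean over all tested compounds plus 3 SD, cut at about 30% in these data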;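 further: rise in fluorescence read as greater calcium sensitivity of cardiac thin filaments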
Keap1 Nrf2 FP = Keap1-Nrf2 protein-protein interaction inhibitors, primary screen, biochemical, fluorescence polarization, single point | Kelch-like ECH-associated protein 1 (Homo sapiens), Q14145 | Keap1 Kelch-Nrf2 peptide fluorescence polarization, 1536-well | AID 504523, 2011 | actives 0.15% (n = 340,000) | inhibition, % at 9.4 µM; in the data active means inhibition above about 12%; inconclusive means no clear call, values can overlap the other calls; inactive means below about 7.3%;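 further: human Keap1 Kelch domain with fluorescein labeled Nrf2 9mer peptide probe; 0% = neutral control wells and 100% = peptide positive control; higher means more block of Keap1 binding to Nrf2 peptide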
Rtt109 HAT inh = inhibitors of C. albicans Rtt109/Vps75 HAT, primary screen, biochemical, ThioGlo CoA-SH fluorescence, plate reader; actives 0.16% (n = 330,000); purified Rtt109/Vps75, 4 h; inhibition, % at 34.9 µM; Histone acetyltransferase RTT109 (Candida albicans (strain SC5314 / ATCC MYA-2876)), …;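 active means inhibition of at least 50% in every replicate; inconclusive means best replicate reaches 50% inhibition but some replicates fall short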
PKA-R2B activ = activators of PKA-R2B holoenzyme, primary screen, biochemical, fluorescence polarization, Cy5-IP20, human. PKA-R2B holoenzyme dissociation; R2B truncated from residue 108, S112A mutant; 0% DMSO only, 100% 113 µM cGMP. actives 0.079% (n = 340,000). cAMP-dependent protein kinase catalytic subunit beta (Homo sapiens) + cAMP-dependent …. activation, % at 11.4 µM;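 active means activation above a cutoff set at the mean over all compounds plus 3 SD, cut at about 18% in these data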;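 further: higher means more holoenzyme dissociation and a rise in polarization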
Target sequence (P31323 whole entry, looked up, other chains not shown, the tested form may be a part): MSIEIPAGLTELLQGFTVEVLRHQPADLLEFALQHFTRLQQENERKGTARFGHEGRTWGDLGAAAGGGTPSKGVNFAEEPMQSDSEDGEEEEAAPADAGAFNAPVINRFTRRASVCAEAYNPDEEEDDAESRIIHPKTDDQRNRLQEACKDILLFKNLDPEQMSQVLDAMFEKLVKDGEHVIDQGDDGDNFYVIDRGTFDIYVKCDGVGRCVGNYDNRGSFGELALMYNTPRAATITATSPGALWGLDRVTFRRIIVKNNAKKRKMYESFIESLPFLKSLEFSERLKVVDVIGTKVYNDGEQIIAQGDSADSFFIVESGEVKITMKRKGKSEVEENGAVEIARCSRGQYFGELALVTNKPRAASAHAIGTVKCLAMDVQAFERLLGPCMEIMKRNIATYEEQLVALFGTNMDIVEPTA
DAGLB inh = DAGLB lipase inhibitors, primary screen, biochemical, fluorescence, HTS. AID 504411, 2011. inhibition, % at 5.17 µM. actives 0.059% (n = 340,000). HEK293T DAGLB membrane lysate, EnzChek fluorogenic substrate; in the data active means inhibition above about 34%;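 further: 0% = enzyme with vehicle and 100% = wells lacking enzyme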
Target sequence (Q8NCG7 whole entry, looked up): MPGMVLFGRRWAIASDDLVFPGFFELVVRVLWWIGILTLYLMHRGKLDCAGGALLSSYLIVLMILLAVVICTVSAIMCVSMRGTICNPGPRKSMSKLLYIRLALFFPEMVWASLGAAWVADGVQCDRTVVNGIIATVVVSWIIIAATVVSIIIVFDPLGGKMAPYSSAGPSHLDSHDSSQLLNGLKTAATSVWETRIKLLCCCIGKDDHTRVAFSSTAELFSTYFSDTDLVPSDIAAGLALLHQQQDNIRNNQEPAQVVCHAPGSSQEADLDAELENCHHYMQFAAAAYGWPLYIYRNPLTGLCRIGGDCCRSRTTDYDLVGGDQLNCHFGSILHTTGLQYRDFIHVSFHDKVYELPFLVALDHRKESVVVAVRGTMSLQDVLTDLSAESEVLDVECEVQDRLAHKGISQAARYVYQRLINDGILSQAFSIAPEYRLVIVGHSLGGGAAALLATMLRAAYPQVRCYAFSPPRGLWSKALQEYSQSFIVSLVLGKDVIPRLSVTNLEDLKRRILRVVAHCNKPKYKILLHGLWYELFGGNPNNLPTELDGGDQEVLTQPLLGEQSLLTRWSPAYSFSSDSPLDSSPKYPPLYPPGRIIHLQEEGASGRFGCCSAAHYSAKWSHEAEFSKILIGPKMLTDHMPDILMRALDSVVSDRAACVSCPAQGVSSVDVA
C-LANA FP = inhibitors of KSHV C-LANA binding to DNA, primary screen, biochemical, fluorescence polarization, FAM-LBS DNA, MBP-C-LANA, single point; inhibition, % at 9 µM; Kaposi's sarcoma herpesvirus LANA C-terminal domain (residues 932-1162) DNA binding; actives 0.078% (n = 340,000); AID 504423, 2011;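 active means highest replicate inhibition at or above 60% at 9 µM, even if other replicates fall short; inactive means all replicates below 60% inhibition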;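 further: 0% = neutral control wells and 100% = 4 µM acridine orange control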
Numbers without * were called inactive; ? = inconclusive; · = not tested or not shown.

SMILES	CAL PDZ FP-1	SR-BI DiI-HDL act	CAL PDZ FP-2	Cardiac RTF inh	cardiac RTF act	Keap1 Nrf2 FP	Rtt109 HAT inh	PKA-R2B activ	DAGLB inh	C-LANA FP
COc1ccc(-c2ccc(=O)n(CC(=O)NCc3ccco3)n2)cc1	-1.6	15	-3	-19	-4	0	5	-4	-1	0.2
Cn1c(=O)n(C)c2cc([N+](=O)[O-])c(N3CCN(C(=O)C(C)(C)C)CC3)cc21	-1.7	8	-7	-7	-3	-1	15	-5	1	0.5
COc1cc(/C=C/C(=O)OCC(=O)N2CCOCC2)ccc1OCC#N	-0.5	4	4	7	-4	0	-1	12	-1	-0.2
O=C(Nc1ccc(N2CCOCC2)cc1)C1CC(=O)N(c2ccc(Cl)cc2)C1 (centres undefined)	-2.1	-22	0	-6	2	-3	-25	-2	2	-0.8
O=C(CN1CCCCCC1)Nc1cccc([N+](=O)[O-])c1	-0.5	14	·	9	-4	-3	4	10	-1	0.8
COC(=O)C1=C(C)NC(=O)NC1c1ccsc1 (centres undefined)	-0.8	35	-4	-8	2	-1	-2	4	2	2.5
O=C(Nc1nc(-c2ccc(Cl)cc2)cs1)C1CCCO1 (centres undefined)	-2.4	-7	-3	1	2	-3	-10	8	-7	0.3
CCOc1ccc(NC(=O)CN(C)C(=O)CCSc2ccc(F)cc2)cc1OCC	-0.6	-40	·	-6	-3	2	4	-9	-2	0.3
CCCNC(=O)Nc1ccc2c(c1)N(C)C(=O)c1ccccc1S2	-3.5	8	-2	-4	0	1	-4	-8	0	0.9
CC1(C)CC(=O)C/C(=N\NC(=O)c2cccs2)C1	-0.3	22	-3	-14	10	-9	1	-3	3	1.1
O=C(Nc1oc2ccccc2c(=O)c1-c1ccc(Br)cc1)c1ccco1	-1.0	-4	-3	-6	0	-10	-3	0	3	-0.5
Nc1cc(Nc2ccc(Br)cc2)nc(N)n1	0.1	·	0	-8	4	-1	-4	4	2	7.1
O=c1cc(COc2ncnc3c(Cl)cc(Cl)cc23)nc2sccn12	-1.8	·	-4	-17	1	-5	1	6	-2	2.2
O=C(c1ccc(Cl)nc1)N1CCN(S(=O)(=O)c2ccccc2)CC1	-3.3	7	-4	3	-3	-4	-15	-10	1	1.6
COc1ccc(C2CC(c3ccc(F)cc3)Nc3nc(N)nn32)cc1 (centres undefined)	-0.4	0	-5	-1	-5	-1	-1	-1	3	-0.4
Oc1ccc(Cl)cc1CNc1cccc2cccnc12	1.5	35	·	-7	1	-3	15	-6	4	0.3
Cc1ccc(O)c(C(=O)C=Cc2ccccc2)c1	-0.9	-4	-5	3	0	2	0	-2	-1	-10
COCCn1nnnc1CN1CCOCC1	-3.0	-2	0	0	-2	1	-4	0	0	-1.5
C[C@@]12C(=O)Nc3ccc(Cl)cc3C(=O)N1[C@H]1c3cc(Br)ccc3OC[C@@H]1[C@@H]2c1ccccc1	-0.7	6	-1	-4	-9	-2	-8	8	-4	-1.9
CCOc1ccc(C(=O)Cc2cc(OC)c(OC)cc2[N+](=O)[O-])cc1	-1.9	-15	-2	-1	3	-3	2	1	-1	0.5

Structures listed so far with fluorine, in the order listed:
SMILES	CAL PDZ FP-1	SR-BI DiI-HDL act	CAL PDZ FP-2	Cardiac RTF inh	cardiac RTF act	Keap1 Nrf2 FP	Rtt109 HAT inh	PKA-R2B activ	DAGLB inh	C-LANA FP
CCOc1ccc(NC(=O)CN(C)C(=O)CCSc2ccc(F)cc2)cc1OCC	-0.6	-40	·	-6	-3	2	4	-9	-2	0.3
COc1ccc(C2CC(c3ccc(F)cc3)Nc3nc(N)nn32)cc1 (centres undefined)	-0.4	0	-5	-1	-5	-1	-1	-1	3	-0.4

Looked up above:
`CCOc1ccc(C(=O)Cc2cc(OC)c(OC)cc2[N+](=O)[O-])cc1` in DAGLB inh has -1
`O=C(c1ccc(Cl)nc1)N1CCN(S(=O)(=O)c2ccccc2)CC1` in CAL PDZ FP-2 has -4
`COc1cc(/C=C/C(=O)OCC(=O)N2CCOCC2)ccc1OCC#N` in DAGLB inh has -1
`O=c1cc(COc2ncnc3c(Cl)cc(Cl)cc23)nc2sccn12` in cardiac RTF act has 1

Next section.
SMILES	CAL PDZ FP-1	SR-BI DiI-HDL act	CAL PDZ FP-2	Cardiac RTF inh	cardiac RTF act	Keap1 Nrf2 FP	Rtt109 HAT inh	PKA-R2B activ	DAGLB inh	C-LANA FP
Cc1cccc(N(C)C(=O)c2coc(=O)c3ccccc23)c1	·	-3	-4	-5	-1	4	4	2	-1	1.4
Cc1nc2cc(NC(=O)c3cccc(S(C)(=O)=O)c3)ccc2o1	-2.2	-7	1	6	-1	-2	-11	5	-1	-0.5
CNc1snc(C)c1C(=O)OC(C)C(=O)Nc1cccc(C)c1 (centres undefined)	0.4	-2	-1	-1	0	-1	-2	8	-1	2.7
Nc1ccc(N)c(C(=O)O)c1	1.4	12	0	8	-19	7	7	3	-3	110*
CCc1cc2c(cc3c(=O)n(CC(=O)NCCCN(CC)CC)nc(CC)n32)s1	-1.7	-31	·	5	-5	0	0	5	1	-0.1
COc1cc(OC)c(C(=S)N2CCCC2)cc1OC	0.1	-8	-4	-10	0	-3	7	6	-3	1.0
COc1cc(/C=N/NC(N)=S)ccc1OCc1ccc(C)cc1	-1.1	-66	1	-5	2	4	·	-1	0	0.5
CCOc1ccc2oc(C(=O)N3CCN(c4ccccn4)CC3)c(C)c2c1	-3.5	-4	-3	-7	0	-7	-9	-10	-3	0.8
O=C(O)/C=C/C(=O)c1ccc2c(c1)CCc1ccccc1-2	0.6	32	-3	-9	-3	-31	144*	15	11	3.1
Cc1onc(-c2c(F)cccc2Cl)c1C(=O)c1ccccc1O	-1.6	13	0	-2	-2	-1	-17	-5	-3	0.9
CCC(=O)c1ccc(OCC(O)Cn2nc(C)c(Br)c2C)cc1 (centres undefined)	-1.3	-2	·	3	1	-4	-12	2	-2	0.3
O=C(c1ccccc1[N+](=O)[O-])N1CC2C3C=CC(C3)C2C1 (centres undefined)	0.9	7	-3	1	6	-5	5	-5	1	-1.1
C/C(=N\NC(=O)C1CC1c1ccccc1)c1ccc(C)s1 (centres undefined)	-1.7	0	1	2	0	3	5	-4	2	-1.5
Cc1ccc(CCNC(=O)C2CCCN(S(=O)(=O)c3c(C)noc3C)C2)cc1 (centres undefined)	·	-14	-3	-2	2	-1	2	-6	-2	-0.6
C[C@@H]1CCC2[C@](C)(CO)[C@@H](O)CC[C@]2(C)[C@@]12CCC(CO)(CCO)O2 (some centres undefined)	-0.4	7	-2	-11	0	1	-7	-1	4	-0.3
Cc1ccc2c(COC(=O)c3n[nH]c4ccccc34)cc(=O)oc2c1	-1.0	-30	0	3	4	-2	-2	3	-3	-0.2
CC(C)(C)OC(=O)C[C@H]1C/C=C\C[C@@H](CC(=O)N(CCO)Cc2ccccc2)C(=O)N2CCC[C@@H]2COC1=O	0.3	12	-3	8	5	-2	2	2	-2	-0.9
O=C(Cc1ccccc1)N/N=C/c1ccc(OC(=O)/C=C\c2ccco2)cc1	-0.3	-6	-4	3	-3	3	5	10	-1	-1.5
COCCCN1C(=O)c2ccccc2C1C(=O)NC1CCCCCC1 (centres undefined)	-1.7	14	-3	-12	8	-1	-2	0	-4	-2.7
Nc1cc(OC(=O)c2ccccc2Br)nn1S(=O)(=O)c1ccccc1	-1.0	4	·	-10	3	-3	0	-3	3	-1.3
OC(CN1CCCCC1)Cn1c2ccc(Cl)cc2c2cc(Cl)ccc21 (centres undefined)	-2.9	-1	-3	7	3	4	16	-10	2	-1.2
COc1ccc(Cc2noc(-c3ccc([N+](=O)[O-])cc3)n2)cc1OC	-2.2	7	-1	0	9	-3	9	-9	0	0.4
C=CCn1c(SCC(=O)NCC2CCCO2)nnc1-c1ccccc1 (centres undefined)	-2.7	-49	-3	-8	-1	0	1	6	0	0.3
CCOC(=O)Cn1c(=NC(=O)c2cc(-c3cccs3)nc3ccccc23)sc2cc(S(N)(=O)=O)ccc21	-0.4	31	0	-19	16	-15	-1	5	-1	-4.6
Cn1nccc1NS(=O)(=O)c1ccc(NC(=O)C(F)(F)F)cc1	-0.3	4	·	·	·	?	-10	·	·	3.9
CCn1c(CSc2nc(C)cs2)nc2cc(S(=O)(=O)N(C)C)ccc21	0.6	-7	-2	6	-5	-6	12	-11	0	1.0
O=C(c1cc2c(s1)CCCC2)n1cccn1	-0.1	23	·	-6	0	-2	1	-11	-13	-0.7
CC(=O)Nc1ccc(C(=O)N/N=C/c2ccncc2)cc1	·	0	-1	6	6	-3	1	1	-1	3.0
CCn1c(SCC(=O)Nc2nc(-c3ccc(C)cc3)cs2)nnc1-c1ccccc1	-0.3	·	1	3	1	-5	3	-4	-4	-2.9
O=C(CCSCc1ccccc1Cl)NC1CCCC1	-0.7	-6	2	-3	4	-2	-3	9	-1	0.5
O=Cc1c(NCc2ccc(F)cc2)c2ccccc2[nH]c1=O	11	-8	-8	3	-1	-2	-1	3	-1	2.9
COc1cc(OC)cc(C(=O)NC(=S)N2CCN(c3ccc(C(F)(F)F)cc3[N+](=O)[O-])CC2)c1	1.4	-38	-2	1	-2	2	-11	-5	4	-0.4
Cc1ccc(Cn2c(N3CCN(CCO)CC3)nc3c2c(=O)n(C)c(=O)n3C)cc1	0.5	35	-5	3	-4	-1	0	2	3	0.9
CN(C(=O)c1ccc2c(=O)n3c(nc2c1)CCCCC3)c1ccccc1	-0.3	3	2	-1	3	0	17	-5	2	1.3
O=C(Nc1cccc(-c2csc(Nc3ccc(Cl)cc3)n2)c1)c1cc([N+](=O)[O-])cc(C(F)(F)F)c1	0.0	-127	-1	-22	-2	-5	-1	1	-5	1.0
